# Screens from PubChem.
# GAA spleen mod = qHTS Assay for Inhibitors and Activators of Human alpha-Glucosidase From Spleen Homogenate. Lysosomal alpha-glucosidase (Homo sapiens), P10253. human spleen homogenate, 4-MU-alpha-glucoside fluorescence. Potency, µM (doses to about 79.9 µM), for inactives: at the highest dose activity change, negative = inhibition, actives largely listed as inhibitors. actives 0.006% (n = 240,000);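 further: 0% = enzyme with vehicle and -100% = no enzyme basal signal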
#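 AC50 values come from Hill-equation fits of concentration-response data, normalized to no-enzyme and full-activity controls. Enzyme source: 1 ug human spleen homogenate; 1 mM fluorogenic 4-MU glucoside, pH 5.0 citrate buffer, 37 C, 40 min.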
# GAA glycogen mod = qHTS Assay for Inhibitors and Activators of Human alpha-Glucosidase Cleavage of Glycogen; recombinant GAA, glycogen substrate, Amplex Red glucose oxidase fluorescence; Potency, µM (series often up to 76.4 µM), for the others: at the top dose activity change, negative = inhibition, most hits filed as inhibitors; actives 0.38% (n = 300,000); AID 2100, 2009;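 further: 0% = full enzyme reaction and -100% = no-enzyme basal signal; the screen sought inhibitors and activators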
#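 Recombinant human alpha-glucosidase (4 nM final) hydrolysed bovine liver glycogen (30 ug) for 40 min at 37 C in pH 5.0 citrate/phosphate with 0.01% Tween-20. Released glucose detected by glucose oxidase/Amplex Red, Ex 573/Em 610 nm. Compounds up to 77 uM; AC50 from Hill fits.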
# TexasRed fluor = Total Fluorescence Counterscreen for Inhibitors of the Interaction of Thyroid Hormone Receptor and Steroid Receptor Coregulator 2; actives 0.29% (n = 280,000); Potency, µM (doses to about 106 µM), without a hit: at the top dose fluorescence change, negative = quenching; TRb/SRC2 Texas Red total fluorescence interference; active means well fitted curve in either direction with a large enough effect; inconclusive means small, poorly fitted or top-dose-only effect
#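 Human TRb ligand-binding domain at 0.6 uM with 20 nM Texas Red SRC2 peptide in Tris buffer containing 1 uM T3 and 5% DMSO, incubated with compound 5 h at ambient temperature. Total fluorescence (555/632 nm) calculated as parallel + 2 × perpendicular.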
# RGS12 GoLoco inh = qHTS Assay for Inhibitors of RGS12 GoLoco Motif Activity (Red Fluorophore); Guanine nucleotide-binding protein G(i) subunit alpha-1 (Homo sapiens), P63096; Gai1:RGS12 GoLoco peptide FP, rhodamine, 10 min; Potency, µM (doses to about 61.6 µM), without a hit: at the highest dose activity, negative = inhibition, usual class: inhibitors; actives 0.44% (n = 230,000); active means well fitted inhibition curve with a large enough effect, not every such curve was filed as active; inactive means no such curve, though single readings can be large or run the other way; further: nearly all actives have a fitted effect of over 30% in size; many of its hits are not listed in these tables
# RECQ1 inh = qHTS Assay for Inhibitors of RecQ-Like Dna Helicase 1 (RECQ1) | ATP-dependent DNA helicase Q1 (Homo sapiens), P46063 | RECQ1 DNA unwinding, red fluorescence kinetic read | Potency, µM (highest dose often 57.3 µM), inactives show top-dose activity, negative = inhibition, usual class: inhibitors | actives 0.54% (n = 240,000) | AID 2549, 2010;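 further: plate controls were vehicle for no effect and no enzyme for full effect; nearly all actives have a fitted effect of over 30% in size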
# Target sequence (P46063 whole entry, looked up): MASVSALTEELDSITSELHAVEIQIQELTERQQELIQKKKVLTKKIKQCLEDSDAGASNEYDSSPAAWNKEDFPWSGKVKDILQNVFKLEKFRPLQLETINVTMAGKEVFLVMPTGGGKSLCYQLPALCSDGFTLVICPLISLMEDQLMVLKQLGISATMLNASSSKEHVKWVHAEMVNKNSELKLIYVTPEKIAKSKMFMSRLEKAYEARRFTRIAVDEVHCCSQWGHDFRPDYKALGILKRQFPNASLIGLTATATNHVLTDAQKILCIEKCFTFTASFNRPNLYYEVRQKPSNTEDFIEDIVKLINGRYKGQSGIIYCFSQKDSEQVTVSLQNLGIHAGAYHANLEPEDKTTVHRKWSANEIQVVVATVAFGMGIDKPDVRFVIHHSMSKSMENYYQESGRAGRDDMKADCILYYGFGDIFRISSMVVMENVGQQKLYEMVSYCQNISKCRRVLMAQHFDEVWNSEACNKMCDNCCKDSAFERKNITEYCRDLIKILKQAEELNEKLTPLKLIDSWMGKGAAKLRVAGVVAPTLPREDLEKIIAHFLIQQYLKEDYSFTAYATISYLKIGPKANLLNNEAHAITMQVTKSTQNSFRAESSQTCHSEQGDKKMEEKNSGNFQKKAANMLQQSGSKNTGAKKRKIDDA
#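 50 nM RECQ1T1 preincubated 15 min with compound in Tris pH 8.0 buffer with MgCl2, DTT, Tween-20 and 2.5 ug/ml poly(dI-dC); started with 200 nM TAMRA/BHQ-2 forked duplex and 2 mM ATP. Unwinding read as fluorescence (525/598 nm), two reads 2 h apart.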
# TRb-SRC2 inh = qHTS for Inhibitors of the Interaction of Thyroid Hormone Receptor and Steroid Receptor Coregulator 2; Potency, µM (highest dose often 106 µM), inactives show at the top dose activity change, negative = inhibition, hits mostly inhibitors; TRbeta-SRC2 peptide binding, fluorescence polarization; receptor liganded with 1 µM T3; Thyroid hormone receptor beta (Homo sapiens), P10828; AID 1469, 2008; actives 0.065% (n = 280,000);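 further: plate controls were bound peptide for no effect and peptide without receptor for full effect; nearly all actives have a fitted effect of over 50% in size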
# Target sequence (P10828 whole entry, looked up): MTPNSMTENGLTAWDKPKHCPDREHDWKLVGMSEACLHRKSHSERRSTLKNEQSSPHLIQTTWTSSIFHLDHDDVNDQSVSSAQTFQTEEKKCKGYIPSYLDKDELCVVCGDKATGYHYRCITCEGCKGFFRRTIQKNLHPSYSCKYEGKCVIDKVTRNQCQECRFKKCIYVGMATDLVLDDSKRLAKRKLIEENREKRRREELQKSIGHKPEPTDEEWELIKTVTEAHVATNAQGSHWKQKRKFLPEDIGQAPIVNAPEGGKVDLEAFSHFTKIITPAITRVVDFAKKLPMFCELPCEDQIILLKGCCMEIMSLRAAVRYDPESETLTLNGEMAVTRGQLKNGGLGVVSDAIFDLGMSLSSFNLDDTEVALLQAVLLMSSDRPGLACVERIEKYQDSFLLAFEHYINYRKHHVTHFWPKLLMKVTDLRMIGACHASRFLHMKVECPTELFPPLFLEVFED
#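 Fluorescence polarization of 20 nM Texas Red SRC2 peptide with 0.6 uM human TRb ligand-binding domain, in Tris buffer with 1uM T3 and 5% DMSO. Incubated 5 hr ambient; normalized to unbound and bound controls.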
# L3MBTL1 block = qHTS Assay for the Inhibitors of L3MBTL1; Lethal(3)malignant brain tumor-like protein 1 (Homo sapiens), Q9Y468; AlphaScreen L3MBTL1–H3K9me1 peptide binding; Potency, µM (series often up to 57.1 µM), without a hit: top-dose activity, negative = inhibition, actives largely listed as inhibitors; actives 0.66% (n = 230,000); AID 485360, 2010; further: nearly all actives have a fitted effect of over 60% in size
#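 First, the protein-peptide complex forms for 30 min at room temperature (L3MBTL1 50 nM, biotinylated H3K9me1 peptide 75 nM). Next, compounds are pin-transferred and incubated 30 min. Finally, AlphaScreen beads are added and read after 30 min.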
# GAA inhib = qHTS Assay for Inhibitors of Human alpha-Glucosidase as a Potential Chaperone Treatment of Pompe Disease | Lysosomal alpha-glucosidase (Homo sapiens), P10253 | purified human GAA, 4-MU-alpha-glucoside fluorescence | Potency, µM (top dose mostly 76.9 µM), inactives show top-dose activity change, negative = inhibition, usual class: inhibitors | actives 0.005% (n = 200,000);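 further: plate controls were uninhibited enzyme wells for no effect and no-enzyme background for full effect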
#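 Endpoint fluorogenic read: 20 min room-temperature reaction of 4 nM human alpha-glucosidase with 400 uM 4-methylumbelliferyl-alpha-D-pyranoside, pH 5.0, quenched with 1M NaOH/1M glycine pH 10. AC50 from Hill modeling.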
# Active calls of the source: *; i = inactive; ? = inconclusive; nt = not tested or not shown; & = joins results of further samples; [ ] = dose if it differs, or a comment. Unless noted, the call rests on the fitted dose curve; in most records, active means well fitted curve in the direction sought with a large enough effect; inconclusive means small, poorly fitted or top-dose-only effect, or another doubt; inactive means no such curve, though single readings can be large; an effect the other way counts as inactive or inconclusive. Unless noted, on the % scale 0 is the no-effect control and ±100 the full control effect; potency means the concentration at half of the fitted maximal effect. The list is partial. The share of hits here may be higher or lower than overall.
no.	structure	GAA spleen mod	GAA glycogen mod	TexasRed fluor	RGS12 GoLoco inh
1	CCc1nnc(NC(=O)[C@@H](NC(=O)c2cccc(S(=O)(=O)N(CC)CC)c2)C(C)C)s1	8%	-20%	0%	20%
2	O=[N+]([O-])c1ccc(CSc2ccc(-c3ccccn3)nn2)cc1	-4%	12%	0%	2%
3	CC(=O)Nc1ccc(/C=C(\C#N)C(=O)NC2CCCCC2)cc1	0%	19%	-3%	2%
4	COc1cc(C=O)ccc1Oc1nnnn1-c1ccccc1	3%	3%	-3%	-2%
5	Cn1c2ccccc2c(=O)c2c(=O)n(-c3ccc(F)cc3)c(-c3cccs3)nc21	0%	5%	0%	10%
6	CCN(CC)c1ccc(NC(=O)c2cnccn2)cc1S(=O)(=O)Nc1ccc(OC)cc1	2%	-3%	1%[53 µM]	1%
7	COc1ccc(Nc2sc(C(=O)c3ccc(Cl)cc3)c(N)c2C(=O)Nc2ccccc2OC)cc1	3%	-1%	-5%	-11%
8	Cn1c(CCNC(=O)C2CCCCC2)nc2cc([N+](=O)[O-])ccc21	-1%	-1%	4%	10%
9	Nc1ncnc(N(c2ccccc2)C2CCCCC2)c1[N+](=O)[O-]	-10%	6%	0%	-12%
10	CC(NC(=O)COC(=O)CCc1nc(=O)c2ccccc2n1C)c1ccccc1 (stereo not drawn)	-4%	-1%	-4%	-4%
11	Cc1[nH]n(-c2ccc([N+](=O)[O-])cc2)c(=O)c1C=NCCN1CCN(C(=O)c2ccc(Br)cc2)CC1	5%	4%	-1%	-9%
12	O=C(COC(=O)c1ccc2ccccc2c1O)NCC(F)(F)F	-12%	0%	-1%	1%
13	COC(=O)C1=C(C(=O)OC)[C@@H]2N(C)c3ccccc3[C@@]23C[C@@H](C(=O)OC)N(S(=O)(=O)c2c(C)noc2C)C3=N1	-8%[17.4 µM]	nt	0%[11.2 µM]	2%[14.2 µM]
14	O=C(CSc1nc(-c2ccc(F)cc2)cc(C(F)(F)F)n1)NCc1cccs1	-4%	7%	-7%	14%
15	COc1ccc(C(=O)NC(=S)Nc2ccc(N3CCCC3)cc2)cc1	-2%	-15%	0%	8%

no.	RECQ1 inh	TRb-SRC2 inh	L3MBTL1 block	GAA inhib
1	8%	-5%	nt	-11%
2	i	3%	-8%	0%
3	i	3%	-1%	12%
4	-6%	-7%	-4%	nt
5	-4%	-8%	52%[activator]	-18%
6	-15%	2%[53 µM]	-14%	-1%
7	-22%	-7%	nt	-3%
8	i	-1%	6%	8%
9	0%	11%	-2%	-1%
10	i	-7%	nt	0%
11	-11%	0%	nt	?
12	3%	-3%	2%	nt
13	-22%[11.5 µM]	6%[11.2 µM]	nt	nt
14	-8%	-6%	7%	5%
15	-9%	1%	-17%	2%

# Next section
no.	structure	GAA spleen mod	GAA glycogen mod	TexasRed fluor	RGS12 GoLoco inh
16	Cc1ccc(SCCCCN2C(=O)NC(C)(C)C2=O)cc1	3%	-5%	-4%	5%
17	CCC(C)(C(=O)NC1CCCC1)N(C(=O)CNC(C)=O)c1ccccc1 (stereo not drawn)	1%	-2%	-1%	11%
18	O=C(C1CCN(c2ncnc3c2sc2cccc(F)c23)CC1)N1CCOCC1	-3%	-10%	-3%	17%
19	CC(=O)N1CC=CC1(CC(C)C)C(=O)NCCc1c[nH]c2ccccc12 (stereo not drawn)	-5%&7%	4%	0%&2%	-3%&5%
20	O=C(Cc1ccccc1)NNC1CC(=O)N(c2ccc(Cl)cc2)C1=O (stereo not drawn)	-5%	-9%	-1%	0%
21	CS(=O)(=O)NCc1nnc(SCc2c(F)cccc2Cl)o1	3%	-8%	1%	4%
22	COc1ccc(NS(=O)(=O)c2cc(S(C)(=O)=O)ccc2C)cc1	-3%	10%	2%[53 µM]	-6%
23	COC(=O)c1[nH]c2cccc(OC)c2c1NC(=O)CN(C)CC1OCCO1	-1%	-8%	0%	12%
24	O=C1N(CN2CCN(c3cccc(Cl)c3)CC2)c2ccccc2C12OCCCO2	-10%	-1%	0%	-8%
25	CCn1nc(C)c(NC(=O)CC23CC4CC(CC(C4)C2)C3)c1C	1%	5%	1%	-6%
26	CCSc1ccc2nnc(-c3cccc(F)c3)n2n1	-14%	-8%	1%	5%
27	Cc1ccc2nc(NCCCN3CCOCC3)c(C=NCCCN3CCOCC3)c(=O)n2c1	4%	-6%	0%	5%
28	OCc1cn(-c2ccccc2)nc1-c1ccc(-c2nn(-c3ccccc3)cc2CO)cc1	-7%	4%	2%	6%
29	O=C(c1[nH]ncc1-c1cccc(Br)c1)C1CO1 (stereo not drawn)	0%	7%	0%	4%
30	CC#CCCCC(=O)Nc1ccc(C(=O)O)cc1	-6%	4%	-2%	10%

no.	RECQ1 inh	TRb-SRC2 inh	L3MBTL1 block	GAA inhib
16	i	-21%	-2%	-3%
17	i	-7%	nt	?
18	-1%	0%	nt	-5%
19	-1%&-6%	-11%&7%	3%	3%
20	i	-1%	1%	?
21	-3%	3%	0%	10%
22	9%	-4%[53 µM]	5%	7%
23	i	-14%	3%	5%
24	-7%	-5%	nt	-3%
25	10%	3%	-15%	-2%
26	-5%	-14%	?	3%
27	-5%	-1%	-1%	7%
28	i	-5%	-4%	-8%
29	-8%	-3%	7%	nt
30	-6%	-9%	1%	8%

# Single records, from the list above. Screens in order: GAA spleen mod | GAA glycogen mod | TexasRed fluor | RGS12 GoLoco inh | RECQ1 inh | TRb-SRC2 inh | L3MBTL1 block | GAA inhib
# `OCc1cn(-c2ccccc2)nc1-c1ccc(-c2nn(-c3ccccc3)cc2CO)cc1` reads -7% | 4% | 2% | 6% | i | -5% | -4% | -8%
# `CC(=O)N1CC=CC1(CC(C)C)C(=O)NCCc1c[nH]c2ccccc12` (stereo not drawn) reads -5%&7% | 4% | 0%&2% | -3%&5% | -1%&-6% | -11%&7% | 3% | 3%

# The results go on:
no.	structure	GAA spleen mod	GAA glycogen mod	TexasRed fluor	RGS12 GoLoco inh
31	O=C(Oc1cccc(/C=N/Nc2nc(Nc3ccccc3)nc(N3CCOCC3)n2)c1)c1ccco1	6%	-6%	0%	12%
32	Cc1onc(-c2c(Cl)cccc2Cl)c1C(=O)NCc1cccs1	-11%	-6%	0%	0%
33	Cc1cc(C)nc(NC(=S)Nc2cccc(F)c2)c1	-6%	5%	0%	1%
34	c1ccc(OCCSc2nnnn2-c2ccccc2)cc1	1%	4%	1%	0%
35	O=C(c1cccc(C(F)(F)F)c1)N1CCCCCC1	-1%	2%	-1%	12%
36	O=C(CC1CCCC1)Nc1nc2ccccc2[nH]1	8%	-1%	-2%	1%
37	CC(C)(C)N(CC#CCC(O)(c1ccccc1)c1ccccc1)CCO	3%	-1%	3%	1%
38	CC(C)Cn1cnc2c(N)nc3ccccc3c21	-2%	11%	-5%&1%	6%
39	CCOC(=O)c1c(C)sc2c1N(C(C)=O)c1cc(Cl)ccc1S2	0%	0%	2%	nt
40	COC(=O)N/N=C/c1cn(Cc2ccccc2F)c2ccccc12	2%	-2%	-3%	-5%
41	C=C(C)C(=O)NC1=NN(c2ccccc2)C(=O)C1	0%	?	-14%	6%
42	O=C(O)Cc1ccc(NC(=S)Nc2ccc(Br)cc2Cl)cc1	-1%	2%	0%	4%
43	O=C1N/C(=N/O)S/C1=C/c1cccnc1	0%	?	-11%	6%
44	O=c1cc(N2CCOCC2)[nH]c(=O)n1C1CCCCC1	-3%	-16%	1%	0%
45	Cc1oc(-c2cc(F)cc(F)c2)nc1CN1CCSCC1	-3%	14%	-4%	7%
46	CC1=NN(C(=O)c2cccc(Cn3nc(C)c([N+](=O)[O-])c3C)c2)C(O)(C(F)(F)F)C1 (stereo not drawn)	-26%	4%	1%	2%
47	Cc1nc2ccccn2c1/C(O)=C1\C(=O)C(=O)N(CCN(C)C)C1c1ccco1 (stereo not drawn)	2%	4%	-1%	8%

no.	RECQ1 inh	TRb-SRC2 inh	L3MBTL1 block	GAA inhib
31	22µM*	2%	-17%	?
32	-2%	-2%	-17%	6%
33	-4%	-1%	4%	2%[15.4 µM]
34	-16%	-15%	43%[activator]	-12%
35	-3%	2%	2%	-2%
36	-5%	0%	1%	-12%
37	-5%	-2%	0%	-10%
38	-3%	7%&4%	-4%	14%
39	i	-1%	6%	3%
40	-3%	-7%	-7%	nt
41	?	1%	?	-10%
42	1%	2%	8%	nt
43	i	-10%	44%[activator]	7%
44	7%	-1%	-3%	-6%
45	i	1%	-12%	?
46	i	-24%	nt	0%
47	i	0%	6%	7%

# An excerpt from above, reduced to GAA spleen mod:
no.	Compound	GAA spleen mod
42	O=C(O)Cc1ccc(NC(=S)Nc2ccc(Br)cc2Cl)cc1	-1%
35	O=C(c1cccc(C(F)(F)F)c1)N1CCCCCC1	-1%
32	Cc1onc(-c2c(Cl)cccc2Cl)c1C(=O)NCc1cccs1	-11%
44	O=c1cc(N2CCOCC2)[nH]c(=O)n1C1CCCCC1	-3%
39	CCOC(=O)c1c(C)sc2c1N(C(C)=O)c1cc(Cl)ccc1S2	0%
40	COC(=O)N/N=C/c1cn(Cc2ccccc2F)c2ccccc12	2%
